PDI inh: inhibitors of human protein disulfide isomerase. P07237. PDI insulin aggregation turbidity, A650, 90 min. inhibition, % at 10 µM. 350,000 tested, 0.052% active;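 active = mean inhibition across replicates of 30% or more, whatever share of single replicates reach that level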;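 also: absorbance from insulin aggregation driven by PDI reduction with DTT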
Target sequence (P07237 whole entry, looked up): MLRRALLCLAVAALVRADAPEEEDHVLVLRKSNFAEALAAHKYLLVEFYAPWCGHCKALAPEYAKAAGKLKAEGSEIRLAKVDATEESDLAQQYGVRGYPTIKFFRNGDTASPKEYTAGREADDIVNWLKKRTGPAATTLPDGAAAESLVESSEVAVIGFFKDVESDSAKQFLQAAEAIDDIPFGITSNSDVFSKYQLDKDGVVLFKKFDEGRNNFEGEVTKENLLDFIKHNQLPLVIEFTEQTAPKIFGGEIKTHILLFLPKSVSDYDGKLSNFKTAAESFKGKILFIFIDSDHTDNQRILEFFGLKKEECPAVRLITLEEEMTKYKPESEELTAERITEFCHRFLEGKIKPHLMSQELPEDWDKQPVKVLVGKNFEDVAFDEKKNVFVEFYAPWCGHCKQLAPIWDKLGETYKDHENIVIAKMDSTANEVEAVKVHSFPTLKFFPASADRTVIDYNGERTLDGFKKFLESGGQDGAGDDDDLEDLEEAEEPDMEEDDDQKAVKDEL
Shn3 3UTR inh: inhibitors of Schnurri-3 3'UTR reporter in osteoblasts; Clone20 osteoblast Shn3 3'UTR firefly luciferase, 24 h; inhibition, % at 12.5 µM; 360,000 tested, 0.52% active; AID 588674;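 active = mean inhibition of at least 75% with every replicate also reaching 75%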;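 also: 0% = median of neutral control wells and 100% = pilot-screen positive control compound; some compounds past the cut are filed as inactive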
NR2E3 ag-1: NR2E3 (human) agonism; Q9Y5X4; GST-NR2E3/biotin-RetCOR TR-FRET, 1536-well; AID 2300; 320,000 tested, 0.12% active; inhibition of corepressor binding, % at 4.78 µM;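 active = percent inhibition above the cutoff of mean plus 3 SD of all tested compounds, set per screening campaign, cut at about 20% in these data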;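 also: 0% = DMSO wells and 100% = biotin wells as full block of FRET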
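Material: NR2E3–RetCOR corepressor complex / Amount: 1.35 nM GST-NR2E3 / Medium: Tris pH 7.5 / Compound: single nominal compound dose of 4.8 µM / Incubation: 5 h at 4 °C / Technique: TR-FRET, Eu(K)-anti-GST donor, streptavidin-D2 acceptor, ex 340, em 617/671 nm / Read-out basis: percent loss of FRET ratio relative to control wells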
CaV13 ICDI inh: Primary screen for inhibitors of IQ motif and Ca2+-dependent inactivation inhibitor domain binding in CACNA1D, Förster resonance energy transfer in living cells, …; 340,000 tested, 0.098% active; inhibition, % at 12.3 µM; AID 743397; HEK cells, CFP/YFP FRET ICDI-IQ, plate reader, 10 min; percent FRET-ratio fall versus neutral wells;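 active = mean replicate inhibition of at least 30% and at least 1% of replicates passing that level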;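 also: 0% = median of the neutral control wells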
NR2E3 ag-2: activates human NR2E3 receptor; AID 602229; inhibition of corepressor binding, % at 3.98 µM; CHO-S Gal4-NCOR/VP16-NR2E3 two-hybrid, luciferase; 360,000 tested, 0.35% active; Q9Y5X4;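 active = inhibition above the mean of all tested compounds plus 3 SD, cut at about 70% in these data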;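 also: 0% = DMSO with NR2E3 transfected cells and 100% = cells lacking NR2E3 construct; higher means lower luciferase signal from less NR2E3 corepressor binding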
Peg3 promoter: reduces Peg3 promoter-driven luciferase expression in HeLa; 360,000 tested, 1.7% active; HeLa PEG-Prom luciferase reporter, luminescence, overnight; inhibition, % at 20 µM;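 active = inhibition of at least 50% at 20 µM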
m5-HT2A agonist: mouse HTR2A agonism via beta-arrestin recruitment. CHO-K1 mHTR2A beta-arrestin complementation, luminescence; percent of 30 µM serotonin response. activation, % at 7.6 µM. P35363. AID 624169. 360,000 tested, 0.66% active;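 active = activation above a run cutoff, the mean activation of all tested compounds plus 3 SD, cut at about 14% in these data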;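 also: 0% = plate median of compound wells and 100% = 30 µM serotonin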
Target sequence (P35363 whole entry, looked up): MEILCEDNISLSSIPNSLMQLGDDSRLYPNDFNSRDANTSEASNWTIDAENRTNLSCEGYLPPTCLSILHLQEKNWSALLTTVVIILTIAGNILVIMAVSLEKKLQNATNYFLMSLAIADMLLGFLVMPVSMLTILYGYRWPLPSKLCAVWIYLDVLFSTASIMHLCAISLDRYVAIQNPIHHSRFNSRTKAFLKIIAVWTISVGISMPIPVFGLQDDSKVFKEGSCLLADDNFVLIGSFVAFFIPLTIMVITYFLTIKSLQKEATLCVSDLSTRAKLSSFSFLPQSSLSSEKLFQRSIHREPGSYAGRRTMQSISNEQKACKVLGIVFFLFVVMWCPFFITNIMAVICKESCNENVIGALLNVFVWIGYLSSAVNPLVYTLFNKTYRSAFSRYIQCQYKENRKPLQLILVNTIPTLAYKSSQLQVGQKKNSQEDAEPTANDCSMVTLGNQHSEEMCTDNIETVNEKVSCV
TRPM1 prom inh: MITF TRPM1 promoter inhibition in SK-MEL-5 cells; 330,000 tested, 0.83% active; SK-MEL-5 TRPM1 promoter luciferase, 24 h; inhibition, % at 12.5 µM;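 active = mean inhibition across replicates of 60% or more, whatever share of single replicates reaches that level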; also: values of inactives mirror those of a sister screen read the other way
HIF-2a inh: HIF-2a inhibition | 786-0 RCC cells HIF-2a reporter, luciferase luminescence, overnight | AID 624352 | 360,000 tested, 0.72% active | inhibition, % at 18.8 µM;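 active = inhibition of the luminescence signal of 40% or more relative to plate controls, in a single-dose primary screen at 18.75 µM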
hiPSC survival: enhancers of human iPSC single-cell survival; 360,000 tested, 0.044% active; hiPSC single-cell survival, ATPlite luminescence; 100% = ROCK inhibitor wells, 0% = DMSO; AID 602274; survival enhancement, % at 20 µM; in the data active = survival enhancement above about 18%;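 also: cells exposed to compounds for 16 hours before the ATP read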
H9c2 protect: modulators protecting cardiomyocytes from myocardial damage | AID 588492 | protection from H2O2 cell death, % at 20 µM | H9c2 cardiomyocytes, H2O2 injury protection, ATPLite, 2 h | 360,000 tested, 0.63% active;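 active = compounds giving at least 50% protection of heart cells from peroxide-induced death in the single-dose screen, raw or plate-pattern-corrected value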;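 also: 0% = DMSO wells with peroxide and 100% = DMSO wells without peroxide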
* hit, by the source's call; nt = not tested or not shown.

SMILES	PDI inh	Shn3 3UTR inh	NR2E3 ag-1	CaV13 ICDI inh	NR2E3 ag-2	Peg3 promoter	m5-HT2A agonist	TRPM1 prom inh	HIF-2a inh	hiPSC survival	H9c2 protect
Cc1cc(F)c(F)c(C(=O)N2CCN(C)CC2)c1Cl	-0.7	-3.8	0.1	-4.7	-6.6	12.5	-6.6	1.4	10.5	8.9	3.3
C=CCOc1ccc(C2NC(=O)c3ccccc3O2)cc1 (stereo not drawn)	-2.6	22.3	0.1	-20.6	-8.6	-5.0	-0.9	-13.5	-13.5	0.0	11.9
COc1ccc(N2CC(C(=O)N3CCc4ccccc43)CC2=O)cc1 (stereo not drawn)	-3.3	-10.7	2.1	-9.1	-5.9	0.9	-2.7	11.8	20.0	-0.3	-0.8
N#Cc1ccc(OC(=O)C2CCN(C3=NS(=O)(=O)c4ccccc43)CC2)cc1	-2.3	-4.3	3.9	-3.7	-20.4	-7.2	-0.5	-2.7	7.1	-0.2	15.7
O=C(Nc1cc(Cl)cc(Cl)c1)c1ccno1	-2.7	-17.2	-0.9	-3.5	-20.6	-11.6	2.7	-10.0	-3.0	-0.2	-6.0
O=C(CCCN1C(=O)/C(=C\c2ccco2)SC1=S)Nc1cccc2ccccc12	-1.2	-11.1	0.8	-3.0	-12.8	25.8	3.8	22.6	56.3*	-0.2	5.0
Cc1ccn(CC(=O)N2CCCC(N3CCN(Cc4ccc5c(c4)OCO5)CC3)C2)n1 (stereo not drawn)	3.0	-2.9	-2.9	nt	-25.9	26.6	6.9	12.1	6.1	-0.1	-0.8
CN(Cc1cnn(C)c1)C(=O)c1cc2ccccc2oc1=O	8.2	-21.6	0.0	nt	-7.3	4.9	0.8	2.1	0.7	2.4	8.7
CCC1(c2ccc(F)cc2)NC(=O)N(CC(=O)NC2CCCC(C)C2C)C1=O (stereo not drawn)	8.9	26.1	nt	-9.8	17.5	7.4	4.8	17.4	4.3	0.8	5.7
CN1CCN(C(=S)NCCc2ccccc2)CC1	-3.5	-14.6	2.5	-7.4	-9.3	-32.4	-9.9	-25.4	-93.9	-1.0	-0.7
CCOC(=O)[C@H]1O[C@@H]1C(=O)N[C@@H](CC(C)C)C(=O)NCCC(C)C	-3.6	-8.1	-4.4	nt	1.7	0.5	4.0	-4.8	1.6	-0.3	-3.6
CC(C)CN(C(=O)CCC(=O)OCc1ccc(Cl)cc1Cl)c1c(N)n(CC(C)C)c(=O)[nH]c1=O	-7.4	-7.0	-0.1	-5.7	-15.4	9.2	5.2	-5.2	7.5	-0.6	-4.1
COc1ccc(C2C(C(=O)NCCN(C)C)c3ccccc3C(=O)N2C)cc1OC (stereo not drawn)	2.3	5.5	6.5	-4.1	-12.1	10.9	-1.5	-13.1	13.0	-1.5	-4.8
CCOc1ccc(N=C/C=C/c2ccccc2)c(O)c1	1.5	-70.0	-2.7	-25.0	-84.5	-225.0	1.2	8.0	-189.7	-0.8	-20.4
COc1ccc(CNC(=O)C(C)N(C)Cc2cccc(F)c2)cc1 (stereo not drawn)	-8.4	-2.2	0.2	-5.8	-33.3	17.8	-12.6	-1.8	4.8	-0.1	-4.4
CC(=O)C1=C(O)C(=O)N(c2ccc(S(=O)(=O)Nc3nccs3)cc2)C1c1ccc([N+](=O)[O-])cc1 (stereo not drawn)	-2.7	13.7	6.2	5.8	-47.6	14.1	0.7	2.1	8.9	-3.0	-0.6
CCCCCCCCCCOC(=O)Cn1c(COc2ccc(C)cc2)[n+](C)c2ccccc21	9.6	94.3*	4.3	-4.8	4.9	115.5*	2.7	39.7	-20.6	-0.6	-22.3
O=C(N/N=C\c1cc(Br)cs1)C1COc2ccccc2O1 (stereo not drawn)	4.3	-19.6	1.3	-3.7	-62.7	-16.7	-3.7	15.3	-21.8	0.6	9.7
Nc1nc(-c2ccccc2)c(N=Nc2ccc(Cl)cc2)s1	-0.4	-12.3	-0.9	-19.2	2.8	-0.1	-2.9	17.8	0.1	2.9	-3.9
O=C(c1ccc2c(c1)OCO2)N1CCOCC1	-0.4	28.4	-1.3	-8.2	3.4	12.2	0.5	1.4	-0.9	0.5	-2.0

Sorted by the number under Peg3 promoter (largest number first): four of the compounds above
SMILES	Peg3 promoter
CCCCCCCCCCOC(=O)Cn1c(COc2ccc(C)cc2)[n+](C)c2ccccc21	115.5*
COc1ccc(CNC(=O)C(C)N(C)Cc2cccc(F)c2)cc1 (stereo not drawn)	17.8
CC(C)CN(C(=O)CCC(=O)OCc1ccc(Cl)cc1Cl)c1c(N)n(CC(C)C)c(=O)[nH]c1=O	9.2
O=C(N/N=C\c1cc(Br)cs1)C1COc2ccccc2O1 (stereo not drawn)	-16.7

Other structures.
SMILES	PDI inh	Shn3 3UTR inh	NR2E3 ag-1	CaV13 ICDI inh	NR2E3 ag-2	Peg3 promoter	m5-HT2A agonist	TRPM1 prom inh	HIF-2a inh	hiPSC survival	H9c2 protect
COc1ccc(C2C(C#N)=C(/N=C/N3CCOCC3)OC3=C2C(=O)CC(C)(C)C3)cc1OC (stereo not drawn)	-2.9	-9.7	-2.0	-6.5	-2.4	12.9	2.2	12.9	5.1	1.4	1.2
CCn1cc(C2=NOC(C(=O)Nc3cccc(C(C)=O)c3)C2)c(C)n1 (stereo not drawn)	5.1	49.8	3.3	-7.4	17.4	22.1	7.6	9.7	8.5	0.0	-9.5
CCCc1cc(=O)[nH]c(SCC(=O)Nc2c(C)cccc2C)n1	-1.3	13.2	-0.7	-8.8	-9.2	2.8	3.0	9.2	7.8	-0.5	1.9
COc1ccc(C2=NN(c3nc(-c4ccc(CNC(C)=O)cc4)cs3)C(c3ccco3)C2)cc1 (stereo not drawn)	-16.4	-28.4	4.4	-3.8	-65.2	-153.9	-1.1	-28.8	-108.3	1.0	1.0
CN(C)C(CNC(=O)CN1C(=O)NC2(CCc3ccccc32)C1=O)c1ccco1 (stereo not drawn)	12.4	-38.3	-0.8	-4.8	-9.8	-14.1	1.9	8.3	15.2	0.2	-3.0
Cc1cccc(-c2oc3ccc(-c4ccc5c(c4)OCO5)cc3c2-c2ccc(OC3CCCCO3)cc2)c1 (stereo not drawn)	0.9	15.6	0.9	-10.1	19.2	8.6	-7.2	15.6	15.9	2.0	-9.4
COc1cc(S(=O)(=O)Nc2ccc3nc(C)sc3c2)ccc1NC(C)=O	1.5	42.3	3.1	-4.7	35.7	15.4	-2.7	14.2	10.0	2.8	-11.3
COC(=O)c1[nH]c2cccc(Cl)c2c1NC(=O)CN1CCN(CCO)CC1	-2.9	-18.9	2.5	-8.4	-25.2	1.9	-0.8	1.3	0.8	-0.7	3.6
COc1ccc(C(=O)OCC(=O)NC(=O)NC2CCCC2)cc1OC	-1.4	15.4	-0.3	-4.8	23.1	5.4	2.5	12.4	6.6	0.1	2.7
COc1ccc(C2SCCN2S(=O)(=O)c2ccc(NC(C)=O)cc2)cc1 (stereo not drawn)	0.4	5.3	1.7	-5.5	14.3	-0.2	0.2	-1.6	-6.7	0.1	-3.5
CCc1cccc2c(C(=O)COC(=O)/C=C/c3ccc(O)c(OC)c3)c[nH]c12	10.0	16.2	-0.2	-4.4	7.5	23.0	-2.5	5.1	2.8	0.8	6.9
COc1ccc(N2C(S)=C(C#N)C(=O)NC2c2ccc(OC)c(OC)c2)cc1 (stereo not drawn)	-1.1	-0.4	-5.2	-4.3	-7.7	1.2	1.9	-2.2	0.5	-1.7	-17.4
COc1ccc(OC)c(N=C(C)C2=C(O)COC2=O)c1	-1.5	12.4	-4.4	nt	-16.7	21.8	3.1	13.8	16.0	-0.1	12.2
CC1(C)C(=O)Nc2ccccc2N1C(=O)COC(=O)/C=C/c1ccc(OC(F)F)cc1	5.5	-10.4	-0.3	-3.0	-10.1	0.2	-0.9	3.0	-6.4	0.1	-2.0
CCOCc1nnc(NC(=O)c2ccc3c(c2)OCO3)s1	-1.3	-28.8	-2.1	nt	-68.6	-83.4	-3.6	-21.9	-106.2	0.4	-4.3
O=C(Nc1c2c(nn1-c1ccc(F)cc1)CS(=O)C2)c1ccc2c(c1)OCO2 (stereo not drawn)	1.9	-6.6	1.6	-6.2	8.2	4.2	1.8	0.4	1.2	-0.5	2.2
COc1ccccc1Cc1c(-c2ccc(Cl)cc2)nc2c3ccccc3ccn12	nt	nt	nt	-8.1	-21.8	nt	-0.6	nt	-10.4	-1.9	nt
COc1ccccc1NC1=Nc2cccc3cccc1c23	-3.0	-2.4	-2.7	-5.2	6.6	-34.5	-2.9	nt	-15.8	-0.4	-2.9
C/C(=N\NC(=O)CSc1nc(C)cc(C)n1)c1ccc([N+](=O)[O-])cc1	2.0	1.5	3.4	-21.1	-12.8	14.5	-0.8	nt	15.9	0.0	-8.3
O=C(Cc1ccsc1)N1CCc2c([nH]c3ccccc23)C1c1ccccn1 (stereo not drawn)	-7.2	-3.1	-0.5	-20.4	-5.8	-1.1	-3.5	0.9	-7.0	1.9	-4.1

Shn3 3UTR inh, what is marked active above
SMILES | PDI inh | Shn3 3UTR inh | NR2E3 ag-1 | CaV13 ICDI inh | NR2E3 ag-2 | Peg3 promoter | m5-HT2A agonist | TRPM1 prom inh | HIF-2a inh
CCCCCCCCCCOC(=O)Cn1c(COc2ccc(C)cc2)[n+](C)c2ccccc21 | 9.6 | 94.3* | 4.3 | -4.8 | 4.9 | 115.5* | 2.7 | 39.7 | -20.6

(further entries)
SMILES	PDI inh	Shn3 3UTR inh	NR2E3 ag-1	CaV13 ICDI inh	NR2E3 ag-2	Peg3 promoter	m5-HT2A agonist	TRPM1 prom inh	HIF-2a inh	hiPSC survival	H9c2 protect
c1ccc(C2=Nn3c(nnc3-c3cccnc3)SC2)cc1	2.6	1.9	4.4	-6.2	-14.7	3.9	-1.3	0.1	7.6	2.1	4.0
Cc1ccc(S(=O)(=O)N2CCCCC2)cc1NCC(=O)Nc1ccc(Br)cc1F	4.8	63.4	nt	-11.0	54.3	18.8	1.5	nt	11.3	-0.7	-21.2
CN(CCC1CCCCO1)Cc1cn(C)nc1-c1ccc2c(c1)OCCO2 (stereo not drawn)	5.1	0.9	-1.7	-4.9	-9.2	0.7	-3.9	-16.0	10.4	0.4	2.8
CN(C)c1ccc(NC(=O)c2cc3c(=O)n4ccccc4nc3n2C)cc1	-4.4	-23.0	-0.2	-5.3	-30.5	-100.0	7.5	-53.5	-144.9	-1.0	14.4

Entries of single compounds, looked up by structure. Order of screens: PDI inh | Shn3 3UTR inh | NR2E3 ag-1 | CaV13 ICDI inh | NR2E3 ag-2 | Peg3 promoter | m5-HT2A agonist | TRPM1 prom inh | HIF-2a inh | hiPSC survival | H9c2 protect
Record of `Cc1ccc(S(=O)(=O)N2CCCCC2)cc1NCC(=O)Nc1ccc(Br)cc1F` → 4.8 | 63.4 | nt | -11.0 | 54.3 | 18.8 | 1.5 | nt | 11.3 | -0.7 | -21.2
Record of `CN(CCC1CCCCO1)Cc1cn(C)nc1-c1ccc2c(c1)OCCO2` (stereo not drawn) → 5.1 | 0.9 | -1.7 | -4.9 | -9.2 | 0.7 | -3.9 | -16.0 | 10.4 | 0.4 | 2.8

Source: PubChem (several laboratories)
